# Screens as filed in PubChem.
# DAX1 inh-1 = DAX1 (NR0B1) inhibitors, primary screen, cell-based, HEK293, Gal4-DAX1, luciferase luminescence; Nuclear receptor subfamily 0 group B member 1 (Homo sapiens), P51843; HEK293 Gal4-DAX1 luciferase reporter; inhibition, % at 6.75 µM; hit rate 0.99% among 340,000; AID 504766, 2011;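 active = inhibition above the mean over all tested compounds plus 3 SD, cut at about 4.2% in these data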;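 note: 0% = DAX1-transfected cells with DMSO and 100% = empty-vector control cells with DMSO; inhibition shows as a rise in luminescence from relieved DAX1 repression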
# GAA850 FXN act = FXN promoter activators, primary screen, cell-based, luciferase luminescence, HEK293 lucGAA850; HEK293 lucGAA850 FXN promoter luciferase reporter, 24 h; percent of 10 µM SAHA response; activation, % at 6 µM; hit rate 0.56% among 360,000;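 active = activation above the average of all compounds screened plus 3 SD, cutoff fixed separately per campaign, cut at about 7.5% in these data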;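 note: 0% = DMSO wells and 100% = 10 µM SAHA wells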
# DAX1 inh-2 = DAX1 (NR0B1) inhibitors on StAR promoter, primary screen, cell-based, luminescence, SF-1 (NR5A1), full-length DAX-1. hit rate 1.1% among 370,000. HEK293T StAR-luciferase reporter, SF-1/DAX-1 repression relief. inhibition, % at 6.8 µM. AID 652010, 2013;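 active = inhibition above the mean over all tested compounds plus 3 SD, cut at about 3.6% in these data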;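 note: 0% = DAX-1 cells with DMSO and 100% = cells lacking DAX-1 with DMSO; higher inhibition means more luminescence from relief of DAX-1 repression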
# HGIII-sPLA2 inh = human group III sPLA2 inhibitors, primary screen, biochemical, QFRET, BODIPY PC-A2 liposome substrate. Group 3 secretory phospholipase A2 (Homo sapiens), Q9NZ20. QFRET BODIPY PC-A2 liposome hydrolysis, fluorescence. inhibition, % at 12.2 µM. hit rate 0.56% among 370,000. AID 743126, 2013;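 active = inhibition above mean plus 3 SD of compounds lying within the high and low control bounds, cut at about 19% in these data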;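 note: 0% = median of test compound wells and 100% = no enzyme DMSO wells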
# ADAM10 inh = human ADAM10 inhibitors, primary screen, biochemical, QFRET, HTS; Disintegrin and metalloproteinase domain-containing protein 10 (Homo sapiens), O14672; recombinant ADAM10, EDANS/DABCYL FRET peptide cleavage, 3 h; inhibition, % at 7 µM; hit rate 0.62% among 370,000;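 active = inhibition above a per-campaign cutoff equal to the mean of compounds falling between control-based bounds plus 3 SD, cut at about 20% in these data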;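 note: 0% = DMSO wells while the 100% control is not disclosed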
# hgDAF-12 ag = H. glycines DAF-12 receptor agonists, primary screen, cell-based, luminescence, HEK293, GAL4 fusion, UAS-luciferase | activation, % at 6.8 µM | HEK293 GAL4-hgDAF12 UAS-luciferase reporter, agonist luminescence; normalized to butyrate control | Nuclear hormone receptor DAF-12 (Heterodera glycines), GAL4 fusion | hit rate 1.8% among 370,000;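 active = activation above a cutoff set at the mean of all screened compounds plus 3 SD, cut at about 10% in these data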;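 note: 0% = DMSO wells and 100% = sodium butyrate wells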
# PLC-beta3 inh = human PLC-beta3 inhibitors, primary screen, biochemical, fluorescence; 1-phosphatidylinositol 4,5-bisphosphate phosphodiesterase beta-3 (Homo sapiens), Q01970; Purified PLC-beta3, fluorogenic substrate; inhibition, % at 12.2 µM; hit rate 0.18% among 370,000; AID 720704, 2013; in the data active = inhibition above about 11%;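 note: 0% = median of compound wells on plate and 100% = full blocker control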
# Target sequence (Q01970 whole entry, looked up): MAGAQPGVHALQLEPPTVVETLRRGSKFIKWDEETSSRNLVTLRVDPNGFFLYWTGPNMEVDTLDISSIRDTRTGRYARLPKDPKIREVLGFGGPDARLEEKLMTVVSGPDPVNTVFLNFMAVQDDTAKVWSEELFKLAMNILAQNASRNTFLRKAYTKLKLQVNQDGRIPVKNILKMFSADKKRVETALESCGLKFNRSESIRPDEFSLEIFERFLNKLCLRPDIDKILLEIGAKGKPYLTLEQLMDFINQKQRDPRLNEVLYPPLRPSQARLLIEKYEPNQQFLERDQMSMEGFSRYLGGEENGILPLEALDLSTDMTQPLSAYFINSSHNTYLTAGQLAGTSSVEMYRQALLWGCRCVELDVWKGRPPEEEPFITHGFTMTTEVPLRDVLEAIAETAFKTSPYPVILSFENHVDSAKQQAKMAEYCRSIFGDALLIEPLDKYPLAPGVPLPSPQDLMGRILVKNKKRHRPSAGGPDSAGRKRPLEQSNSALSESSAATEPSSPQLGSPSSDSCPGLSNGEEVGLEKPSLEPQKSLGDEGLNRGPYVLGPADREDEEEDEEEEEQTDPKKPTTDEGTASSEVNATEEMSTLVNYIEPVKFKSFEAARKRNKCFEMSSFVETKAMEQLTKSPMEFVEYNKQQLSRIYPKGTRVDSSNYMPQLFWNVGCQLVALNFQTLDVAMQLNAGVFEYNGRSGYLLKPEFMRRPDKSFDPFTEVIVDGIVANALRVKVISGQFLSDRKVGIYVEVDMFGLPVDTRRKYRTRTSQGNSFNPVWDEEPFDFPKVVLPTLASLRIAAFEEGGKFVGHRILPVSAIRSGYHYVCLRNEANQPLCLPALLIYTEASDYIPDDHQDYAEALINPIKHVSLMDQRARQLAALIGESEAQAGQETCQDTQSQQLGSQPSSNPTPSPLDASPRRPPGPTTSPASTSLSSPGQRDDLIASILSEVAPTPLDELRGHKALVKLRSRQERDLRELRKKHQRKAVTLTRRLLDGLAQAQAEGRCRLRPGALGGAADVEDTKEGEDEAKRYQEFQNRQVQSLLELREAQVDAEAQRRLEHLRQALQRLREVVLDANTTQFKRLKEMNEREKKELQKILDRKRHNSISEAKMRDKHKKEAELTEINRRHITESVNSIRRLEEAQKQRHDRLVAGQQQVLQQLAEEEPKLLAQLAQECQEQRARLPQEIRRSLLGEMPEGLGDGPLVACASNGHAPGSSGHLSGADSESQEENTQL
# ADAM17 inh = ADAM17 inhibitors, primary screen, biochemical, QFRET; hit rate 0.83% among 370,000; inhibition, % at 6.95 µM; Disintegrin and metalloproteinase domain-containing protein 17 (Homo sapiens), P78536; recombinant ADAM17, EDANS/DABCYL FRET peptide cleavage; AID 720648, 2013;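 active = inhibition above the mean of compounds lying between control limits plus 3 SD, set per campaign, cut at about 8.5% in these data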;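 note: 0% = DMSO-only wells as the low control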
# hcDAF-12 act = H. contortus DAF-12 nuclear receptor activators, primary screen, cell-based, luminescence, HEK293, lit1-tk-luc reporter; activation, % at 6.8 µM; HEK293 hcDAF-12 lit1-tk-luc reporter; 0% DMSO, 100% Δ7-dafachronic acid; hit rate 1.4% among 370,000;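 active = activation above the mean of all tested compounds plus 3 SD, cut at about 5.5% in these data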;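 note: 100% = response to 3 µM Δ7-dafachronic acid high control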
# ssDAF12 agonist = S. stercoralis DAF-12 nuclear receptor activators, primary screen, cell-based, luminescence, HEK293, GRIP1 co-expression, lit1-tk-luc; hit rate 1% among 370,000; AID 652126, 2013; HEK293 ssDAF-12/GRIP1 lit1-tk-luc reporter; % of 3 µM dafachronic acid response; activation, % at 6.8 µM; Nuclear hormone receptor DAF-12 (Strongyloides stercoralis);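 active = activation above the mean over all tested compounds plus 3 SD, cut at about 0.9% in these data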;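 note: 0% = DMSO-only wells and 100% = 3 µM delta7-dafachronic acid wells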
# PLC-gamma1 inh = PLC-gamma1 enzyme inhibitors, primary screen, biochemical, fluorescence, purified enzyme | 1-phosphatidylinositol 4,5-bisphosphate phosphodiesterase gamma-1 (Homo sapiens), P19174 | fluorogenic substrate | inhibition, % at 12.2 µM | hit rate 0.84% among 370,000 | AID 720700, 2013; in the data active = inhibition above about 9.5%
# The depositor's hits bear a star; x = no result given. Not a hit list, and some 6.9% of all compounds hit somewhere here.
SMILES,DAX1 inh-1,GAA850 FXN act,DAX1 inh-2,HGIII-sPLA2 inh,ADAM10 inh,hgDAF-12 ag,PLC-beta3 inh,ADAM17 inh,hcDAF-12 act,ssDAF12 agonist,PLC-gamma1 inh
COc1cccc(-c2cc3nc4c(c(NCC(C)(C)CN(C)C)n3n2)CCCC4)c1,4.3*,0.4,2.0,3,-33,6.1,-112,-14,-0.5,-2.0,-65
Cc1noc(C)c1CSc1ccc2ccccc2n1,1.4,0.3,-1.4,1,5,0.4,-2,-3,-1.0,-1.2,1
CCC(C)(CCNC(=O)Cc1ccccc1)c1ccccc1OC (centres undefined),-0.6,-1.5,-0.1,-3,4,-2.0,-49,1,-1.2,-1.6,2
NC(=O)[C@@H]1CCCN1Cc1nc(-c2ccccc2)no1,-0.1,1.6,0.6,-5,3,3.7,-2,-1,-1.3,-1.1,2
CC1CCCN(c2ccc(N)cc2C(N)=O)C1 (centres undefined),1.6,1.2,-0.4,7,-17,-3.2,-36,-3,0.3,-1.1,-35
CCC(=O)N1CCCC(C(=O)NCc2ccc(C(C)C)cc2)CC1 (centres undefined),x,-0.1,0.2,1,-2,-0.9,4,2,1.9,-1.0,-1
COc1cc(/C=C/C(=O)c2ccc(C)c([N+](=O)[O-])c2)cc(OC)c1O,-2.2,-1.7,-1.2,6,0,-2.6,-2,1,-4.7,-2.2,-3
CCOc1ccc(CC2NCCc3cc(OCC)c(OCC)cc32)cc1OCC (centres undefined),0.3,-2.2,-1.7,-16,-8,-0.9,-17,-6,-3.0,-1.5,-13
Cc1cc(C)c(OCC(=O)NCC2COc3ccccc3O2)c(C)c1 (centres undefined),-0.3,1.1,0.5,-16,11,-2.8,1,15*,-1.4,-1.2,4
COc1ccc(OCCN2CCC(C(=O)NC(c3ccc(C)cc3)c3ccccn3)CC2)cc1 (centres undefined),x,-2.7,0.4,-14,-9,1.6,6,0,0.6,-0.7,5
Cc1ccsc1CN(C)C(=O)CN1C(=O)NC2(CCCCC2C)C1=O (centres undefined),1.9,0.5,-0.8,1,-4,-2.0,-6,-5,-0.7,-1.1,-1
CCC(C)NC(=O)c1ccc(CNS(=O)(=O)c2ccc3c(c2)C(C)(C)C(=O)N3C)cc1 (centres undefined),0.8,-0.9,0.6,5,-2,0.0,4,3,-0.2,-1.4,0
CCOc1ccc(N2C(=O)C3CC(C)=C(C)CC3C2=O)c([N+](=O)[O-])c1 (centres undefined),0.1,1.4,-0.3,-7,7,-2.0,1,-1,-1.4,-1.1,3
CCCCCC(=O)Nc1ccc(N2CCN(S(C)(=O)=O)CC2)cc1,0.4,0.0,-1.1,3,2,-1.8,4,2,-0.5,-1.8,9.7*
COc1cc(C(CC(=O)Nc2cccc(C)n2)N2Cc3ccccc3C2=O)cc(OC)c1OC (centres undefined),-1.4,0.1,-0.2,1,6,-4.9,0,0,-1.2,-1.1,7
Cn1c(=O)[nH]c(=O)c2c1nc1n2CCS1,2.5,0.5,0.0,4,-9,0.0,3,-3,2.9,-0.8,0
Cc1nnc(SCC(=O)Nc2ccc(N3CCN(S(C)(=O)=O)CC3)cc2)o1,-0.3,0.8,-0.7,0,1,-1.0,-8,-2,-0.5,-0.8,0
COc1cc(CN2CCC(C(N)=O)CC2)ccc1OCc1ccccc1,1.9,5.3,1.5,5,15,6.7,-3,-2,5.1,-0.6,2
Cc1cc(C)c(Nc2ncccc2C(=O)O)c(C)c1,-0.5,-0.6,-0.2,6,-3,3.8,2,2,-1.6,-1.0,2
COc1ccc(N(C(C)C(=O)N/N=C/c2cccnc2)S(C)(=O)=O)cc1 (centres undefined),0.3,2.5,0.4,0,2,0.1,-1,-4,0.9,-1.8,3
CC(CCN1CCN(c2ccccn2)CC1)c1ccccc1 (centres undefined),0.3,1.9,0.4,13,-3,-2.0,-1,-6,-1.3,-1.4,0
CSc1cccc(N2CC(C(=O)NCCN3C(=O)S/C(=C\c4cccnc4)C3=O)CC2=O)c1 (centres undefined),-0.8,-0.3,1.9,-3,1,3.1,-5,-1,-0.6,-1.1,-3
Cc1ccc(NC(=O)[C@H](Cc2ccccc2)NC(=O)[C@@H]2Cc3ccccc3CN2)c(C)c1,-0.2,0.4,2.8,9,-8,3.0,-10,-5,0.6,-1.2,-2
COc1cc(/C=C/C(=O)Nc2cc(C(F)(F)F)ccc2Cl)cc(OC)c1OC,-2.1,-1.8,-0.9,-12,-95,-1.9,-173,-34,-3.2,-1.9,-141

# Of the compounds above, these contain two or more sulfur atoms.
SMILES,DAX1 inh-1,GAA850 FXN act,DAX1 inh-2,HGIII-sPLA2 inh,ADAM10 inh,hgDAF-12 ag,PLC-beta3 inh,ADAM17 inh,hcDAF-12 act,ssDAF12 agonist,PLC-gamma1 inh
Cc1nnc(SCC(=O)Nc2ccc(N3CCN(S(C)(=O)=O)CC3)cc2)o1,-0.3,0.8,-0.7,0,1,-1.0,-8,-2,-0.5,-0.8,0
CSc1cccc(N2CC(C(=O)NCCN3C(=O)S/C(=C\c4cccnc4)C3=O)CC2=O)c1 (centres undefined),-0.8,-0.3,1.9,-3,1,3.1,-5,-1,-0.6,-1.1,-3

# (cont.)
SMILES,DAX1 inh-1,GAA850 FXN act,DAX1 inh-2,HGIII-sPLA2 inh,ADAM10 inh,hgDAF-12 ag,PLC-beta3 inh,ADAM17 inh,hcDAF-12 act,ssDAF12 agonist,PLC-gamma1 inh
O=C(CCc1c[nH]c2ccccc12)OCC(=O)N1CCN(S(=O)(=O)c2ccccc2)CC1,-1.2,-1.3,0.5,-96,6,0.5,1,2,1.7,-1.0,2
Cc1cc2oc(=O)cc(COC(=O)c3n[nH]c4ccccc34)c2cc1C,0.6,2.5,0.5,-6,7,0.3,3,-2,1.6,-0.5,-2
CCOC(=O)C1=C(COC(=O)CCOc2ccc(C)cc2)NC(=O)NC1C (centres undefined),-0.1,-3.0,-2.3,1,-4,-3.1,1,-1,-1.6,-1.1,-5
CC(C)Nc1nnc(SCc2cc(=O)n3ccsc3n2)s1,1.0,4.0,0.2,5,-14,-0.6,-7,-7,-1.9,-0.9,-7
COc1ccc(NC(=O)Nc2nnc(Cc3ccc(F)cc3)s2)cc1,-1.0,2.1,-0.4,2,2,-1.1,1,0,-2.5,-1.4,3
O=S1(=O)c2c(cccc2N2CCC[C@@H]2CO)O[C@@H]2CCN1C2,x,x,-0.1,17,-5,-0.4,-5,-4,1.5,-0.2,-4
CCc1nnc(NC(=O)CCC(=O)NC2CCCCC2)s1,1.3,0.8,-0.1,3,4,1.3,1,-4,-1.0,-0.3,1
CCN(CC)C(=O)CC(c1ccc2c(c1)OCO2)c1c(OC)cc(OC)c2ccc(=O)oc12 (centres undefined),-1.5,-1.1,-0.3,-6,-24,-3.1,-153,-6,-2.1,-1.1,-105
CC(C)CN(C(=O)c1cc2ccccc2o1)c1c(N)n(CC(C)C)c(=O)[nH]c1=O,0.3,3.2,-0.5,10,-13,-3.7,1,-3,0.9,-1.1,0
COc1ccc(S(=O)(=O)NNC(=O)Nc2ccc(C)cc2)c(OC)c1,1.0,0.6,-1.2,-3,-8,0.5,-9,-6,-1.2,-1.3,5
CN(C)c1cc[n+](CC(=O)Nc2cc(C(F)(F)F)ccc2Cl)cc1,-0.1,-0.3,-0.1,7,3,1.4,1,-3,1.0,-1.3,-2
O=C(Nc1ccccc1)N1CCCC(CNS(=O)(=O)Cc2ccccc2)C1 (centres undefined),1.8,0.1,0.4,4,5,-0.6,2,-2,0.2,-0.8,3

# Record cards, as listed above. Order of values: DAX1 inh-1, GAA850 FXN act, DAX1 inh-2, HGIII-sPLA2 inh, ADAM10 inh, hgDAF-12 ag, PLC-beta3 inh, ADAM17 inh, hcDAF-12 act, ssDAF12 agonist, PLC-gamma1 inh
# `CC(C)CN(C(=O)c1cc2ccccc2o1)c1c(N)n(CC(C)C)c(=O)[nH]c1=O` in the list: 0.3, 3.2, -0.5, 10, -13, -3.7, 1, -3, 0.9, -1.1, 0
# `O=S1(=O)c2c(cccc2N2CCC[C@@H]2CO)O[C@@H]2CCN1C2` in the list: x, x, -0.1, 17, -5, -0.4, -5, -4, 1.5, -0.2, -4
# `CC(C)Nc1nnc(SCc2cc(=O)n3ccsc3n2)s1` in the list: 1.0, 4.0, 0.2, 5, -14, -0.6, -7, -7, -1.9, -0.9, -7

# Other structures follow:
SMILES,DAX1 inh-1,GAA850 FXN act,DAX1 inh-2,HGIII-sPLA2 inh,ADAM10 inh,hgDAF-12 ag,PLC-beta3 inh,ADAM17 inh,hcDAF-12 act,ssDAF12 agonist,PLC-gamma1 inh
CCOC(=O)CC(NCc1ccc(OC)c(OCC)c1)c1ccc(C)cc1 (centres undefined),1.0,0.1,-1.2,-3,-3,-0.7,4,0,-1.8,-1.4,0
O=C(NCCc1nc2ccccc2[nH]1)/C(=C/c1ccco1)NC(=O)c1ccco1,1.2,2.6,0.3,10,-13,-2.8,-5,-2,-0.3,-1.4,-2
O=C(Cn1cc([N+](=O)[O-])cn1)NCc1ccc(-n2cccn2)cc1,0.2,-0.8,1.1,-4,-1,-3.0,3,1,-3.0,-1.4,-1
O=C(Nc1ccc([N+](=O)[O-])cc1)c1cccc(S(=O)(=O)Nc2cccnc2)c1,0.0,-1.0,-0.1,-16,2,-0.1,0,0,-1.9,-1.0,0
COc1ccc(CCNC(=O)Cn2nnc(C(=O)Nc3ccc(Br)cc3)c2N)cc1OC,-0.6,-1.5,-2.9,-5,8,-2.5,-4,2,-1.8,-1.3,-2
O=C(NCCS(=O)(=O)N1CCN(c2ccccc2)CC1)c1ccco1,0.2,-0.3,0.8,-2,-1,-1.1,-8,-5,-1.6,-1.1,1
COc1ccc(NC(=O)C(=O)NCCCO)cc1Cl,4.5*,0.7,1.0,2,3,3.8,2,1,1.3,-1.2,0
CC(=O)Nc1ccc(S(=O)(=O)NC2CCS(=O)(=O)C2)cc1Cl (centres undefined),1.9,-0.1,0.3,-2,4,-0.5,-5,-2,3.0,-1.0,4
CC(=O)Nc1ccc(NC(=O)CCn2c(=S)oc3ccccc32)cc1,0.1,1.4,0.0,0,0,-0.3,3,1,-1.5,-1.7,0
